High-throughput results deposited in PubChem by several laboratories.
GC-B act = GC-B (human) receptor activation | hit rate 0.11% among 370,000 | AID 1920062 | HEK293-GC-B cells, CNP EC30, cGMP TR-FRET; 0% at EC30 CNP, 100% saturating CNP | activation, % at 10 µM;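 active = activation at 10 µM reaching about 35% in either raw or pattern-adjusted values, limit read from the data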
SIAE inh = human SIAE inhibition, primary screen. inhibition, % at 9.66 µM. hit rate 0.69% among 370,000. SIAE FP-Rh probe binding, fluorescence polarization. AID 1053197. Q9HAT2;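 active = inhibition above a cutoff: mean of compounds within the control limits plus 3 SD of those, cut at about 17% in these data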;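 note: 0% = plate median of compound wells and 100% = probe without SIAE protein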
Target sequence (Q9HAT2 whole entry, looked up): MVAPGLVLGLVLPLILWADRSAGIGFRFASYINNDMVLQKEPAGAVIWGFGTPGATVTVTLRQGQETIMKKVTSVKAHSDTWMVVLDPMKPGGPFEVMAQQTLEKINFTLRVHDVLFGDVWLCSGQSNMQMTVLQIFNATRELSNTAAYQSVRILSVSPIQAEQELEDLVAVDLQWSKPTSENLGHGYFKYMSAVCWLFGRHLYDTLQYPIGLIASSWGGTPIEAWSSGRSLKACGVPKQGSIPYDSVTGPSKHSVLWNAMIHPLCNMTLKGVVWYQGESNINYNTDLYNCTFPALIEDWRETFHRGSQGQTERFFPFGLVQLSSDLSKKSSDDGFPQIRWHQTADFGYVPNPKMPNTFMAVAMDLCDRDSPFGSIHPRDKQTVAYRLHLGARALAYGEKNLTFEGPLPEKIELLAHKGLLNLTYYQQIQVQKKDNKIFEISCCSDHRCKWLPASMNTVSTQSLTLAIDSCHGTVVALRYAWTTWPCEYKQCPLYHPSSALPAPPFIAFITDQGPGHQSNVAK
MBD2 inh = MBD2-methylated oligo binding inhibition; Q9UBB5; TR-FRET, MBD2 binding to methylated oligonucleotide; inhibition, % at 4.4 µM; hit rate 0.31% among 370,000; AID 686964; in the data active = inhibition above about 13%
rCAG binder = molecules binding r(CAG) RNA repeats; inhibition, % at 3 µM; r(CAG) RNA repeat, TO-PRO-1 dye displacement fluorescence; hit rate 1.3% among 370,000;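 active = inhibition above the plate cutoff, the mean of all test compounds on that plate plus 3 SD, cut at about 35% in these data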;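 note: 0% = DMSO alone and 100% = 100 µM mitoxantrone as full dye displacement; higher means more dye released from RNA so lower well fluorescence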
TDP2 absorb = blocks human TDP2 phosphodiesterase activity; recombinant TDP2, T5PNP hydrolysis, p-nitrophenol absorbance 415 nm; inhibition, % at 12.8 µM; hit rate 0.34% among 370,000;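 active = inhibition above the mean of all tested compounds plus 3 SD, set per campaign, cut at about 25% in these data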;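 note: 0% = DMSO with enzyme and 100% = buffer with substrate but no TDP2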
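Evaluation: % inhibition relative to enzyme-containing and enzyme-free wells. Material: recombinant human TDP2. Benchmarks: enzyme-free and DMSO wells. Timing: enzyme reaction with compound for 2 h at 37 °C. Compound dosing: 12.8 µM only. Measured by: p-Nitrophenol epi absorbance. Reagent: T5PNP substrate at 5 mM, a TopII-DNA adduct mimic. Replication: single well per compound.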
TCR-CD3 inh = blocks the human TCR-CD3 interaction. TAMRA-labeled TCR probe fluorescence, biochemical. inhibition, % at 9.4 µM. AID 651800. hit rate 0.37% among 360,000; in the data active = inhibition above about 19%;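 note: recombinant mutant TCR 2C K166C tagged with TAMRA read by polarization; 0% = receptor in buffer alone and 100% = receptor with positive control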
HTRA1 inh = inhibitors of human serine peptidase HTRA1; Q92743; hit rate 0.5% among 340,000; inhibition, % at 5.96 µM; recombinant HTRA1, FP-rhodamine activity-based probe, fluorescence polarization; in the data active = inhibition above about 36%;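 note: 0% = enzyme with DMSO and 100% = wells lacking enzyme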
Target sequence (Q92743 whole entry, looked up): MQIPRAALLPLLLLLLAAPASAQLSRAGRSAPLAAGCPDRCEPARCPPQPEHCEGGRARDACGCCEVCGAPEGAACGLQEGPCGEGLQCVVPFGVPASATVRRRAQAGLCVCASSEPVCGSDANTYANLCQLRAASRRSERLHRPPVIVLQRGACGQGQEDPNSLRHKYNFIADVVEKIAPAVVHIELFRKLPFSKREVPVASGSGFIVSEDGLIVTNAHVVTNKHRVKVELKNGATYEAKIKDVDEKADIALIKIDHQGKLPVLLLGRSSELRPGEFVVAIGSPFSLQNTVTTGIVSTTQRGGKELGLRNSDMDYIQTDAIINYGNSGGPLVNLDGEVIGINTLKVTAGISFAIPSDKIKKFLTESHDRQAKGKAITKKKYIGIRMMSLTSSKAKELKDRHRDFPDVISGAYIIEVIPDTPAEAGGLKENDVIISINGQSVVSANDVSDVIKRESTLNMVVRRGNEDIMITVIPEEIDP
PRMT1 FP inh = PRMT1 (human) inhibition, primary screen; Q99873; recombinant PRMT1, activity-based probe fluorescence polarization; inhibition, % at 2.79 µM; hit rate 1.3% among 370,000;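 active = inhibition above about 21% made by adding two undisclosed values, limit read from the data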
mABHD4 FP = ABHD4 (mouse) inhibition, primary FP screen. Q8VD66. purified mABHD4, FP-Rh probe fluorescence polarization. inhibition, % at 8.92 µM. hit rate 0.54% among 370,000;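 active = inhibition exceeding the mean over every tested compound plus 3 SD, cut at about 30% in these data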;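 note: 0% = plate median of compound wells and 100% = S159A mutant with DMSO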
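Material: mouse ABHD4 enzyme, wild type; Benchmarks: S159A mutant high control, sample median low control; Buffer or medium: HEPES pH 7.0, NaCl, Pluronic buffer; Signal: fluorescence polarization; Read-out: percent inhibition of probe binding, normalized to plate controls; Timing: pre-incubation 45 min, probe exposure 60 min, at 25 °C; Dosing: 8.92 µM, single dose.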
LEDGF integ inh = blocks HIV-1 LEDGF/p75-dependent DNA integration | inhibition, % at 3.7 µM | hit rate 0.64% among 370,000 | TR-FRET IN-LEDGF/p75 DNA integration, Eu/Cy5;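 active = inhibition above the screen-wide mean plus 3 SD, cut at about 13% in these data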;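 note: signal is the Cy5 over europium emission ratio at 671 and 618 nm; 0% = plate median of compound wells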
* marks the source's active call; other numbers are inactive results.

The line under a structure holds: GC-B act	SIAE inh	MBD2 inh	rCAG binder	TDP2 absorb	TCR-CD3 inh	HTRA1 inh	PRMT1 FP inh	mABHD4 FP	LEDGF integ inh
C[C@@]12C(=O)Nc3cc(Cl)ccc3C(=O)N1[C@H]1c3cc(Br)ccc3OC[C@@H]1[C@@H]2c1ccccc1
→ -3.6	-66.1	-3.1	19.7	-5.7	-2.9	-57.4	2.9	-3.7	-0.5
Cc1ccc(/C=C2/CNC/C(=C/c3ccc(C)cc3)C2=O)cc1
→ -4.6	-4.2	3.0	3.4	4.5	-1.7	-11.8	5.0	4.6	91.7*
C=CCn1c(C)c(C(C)=O)c(SC)nc1=S
→ 3.1	3.9	-2.1	-3.0	0.0	4.0	7.5	7.3	0.9	-1.7
N[C@@H](CO)c1nnc([C@H](Cc2ccc(O)cc2)NC(=O)C2CCNCC2)o1
→ 2.7	-2.0	2.1	3.2	-1.0	5.9	-2.8	-0.1	2.9	-2.6
O=C1NCN(c2ccccc2)C12CCN(c1nnnn1-c1ccccc1)CC2
→ -12.4	-0.9	-4.0	2.9	-10.2	1.3	-2.4	-0.6	7.6	2.2
Cc1cc(=O)oc2c(CN3CCCC3)c(O)ccc12
→ -4.1	11.0	-3.3	5.2	-6.3	-8.7	2.6	0.8	-9.9	3.0
Cc1ccccc1CS(=O)(=O)c1cnc2ccccc2n1
→ -0.1	0.3	-3.6	-0.9	-4.7	2.5	3.7	-0.9	-1.9	0.3
O=C(OCCNC(=O)c1ccc2ccccc2n1)c1ccc(F)cc1
→ -4.7	-9.8	2.0	-4.1	-3.1	-1.0	-20.8	-1.9	3.7	2.8
Cc1occc1C(=O)N/N=C/c1ccc(-c2ccccc2)cc1
→ -4.6	-6.0	-2.7	4.7	-1.9	-0.3	-18.4	4.7	-18.3	1.9
C=C(C)CCC1(C)NC(=O)N(c2ccccc2)N1 (stereo not given)
→ -2.2	4.1	-6.1	1.9	14.2	2.2	-6.5	3.3	1.4	0.1
Cc1ccc(C(=O)c2cc([N+](=O)[O-])ccc2N2CCN(C)CC2)cc1
→ 1.1	-4.0	2.5	-8.4	-6.7	-4.5	0.1	0.6	-1.5	1.8
C[C@H]1CN([C@@H](C)CO)C(=O)Cc2cc(NC(=O)CCC(F)(F)F)ccc2O[C@H]1CN(C)C(=O)Nc1ccc(F)cc1
→ 7.4	3.0	-0.3	-5.1	2.4	6.5	3.0	0.2	-0.9	-1.9
O/N=C1\CCSc2ccc(F)cc21
→ -3.1	6.6	2.5	-2.9	-0.6	-7.1	2.5	-1.5	-4.5	-0.4
CCOc1ccc(NS(=O)(=O)c2ccc(C(=O)NCc3ccccn3)cc2)cc1
→ -0.9	2.9	0.4	-0.4	7.2	4.8	-7.1	-0.9	-0.1	-1.4
CC(=O)Nc1ccc(C(=O)OCC(=O)c2ccc(F)cc2)cc1
→ -2.2	3.0	3.3	-1.3	2.8	10.2	-0.5	-2.9	0.8	-0.2
Cc1nc2c(-c3ccc(F)cc3)c(C)nn2c(N2CCOCC2)c1C
→ -13.3	0.4	-0.3	-4.3	1.4	1.8	-1.6	-2.9	-2.4	1.6
O=C(CSc1ccccc1)Nc1nccs1
→ 0.9	6.0	6.2	1.4	-4.4	-10.8	-1.0	0.3	-3.7	-0.3
CC(C)CN(C(=O)C1=COCCO1)c1c(N)n(Cc2ccccc2)c(=O)[nH]c1=O
→ 4.1	-0.2	0.1	3.4	-2.8	-10.3	6.7	7.2	-1.6	4.0
CCC(CC)N1CCN(CCc2ccccc2)C(CCO)C1 (stereo not given)
→ -0.6	-6.8	-1.1	-6.0	-8.1	1.2	-5.5	-4.9	-5.4	0.0
CCN(C(=O)CSc1n[nH]c(N)n1)c1cccc2ccccc12
→ -0.1	7.5	-6.5	4.7	10.9	5.7	5.8	1.5	4.2	1.3
CCn1c(Cc2ccccc2)nnc1SCC(=O)Nc1ccc(S(N)(=O)=O)cc1
→ -4.1	-2.0	5.4	2.5	-5.7	11.6	2.5	-1.0	0.1	1.3
CC(=O)Oc1ccc(Cl)cc1CN(C(C)=O)C1CCCCC1
→ -0.1	6.3	4.6	-0.7	6.8	0.5	4.6	0.2	1.1	-0.7
Cc1cc(=O)[nH]c(N2CCN(Cc3ccccc3)CC2)n1
→ -0.2	-5.3	-0.6	-3.6	-10.6	5.4	10.0	-1.9	-5.5	-1.8
COc1ccc(C)c(Cn2c(-c3nonc3N)nc3ccccc32)c1
→ -2.8	0.6	6.5	1.1	1.9	-6.1	-1.8	0.4	-4.5	2.8
COC(=O)[C@@]1(Cc2ccccc2)C=C[C@@H](C)N1C(C)=O
→ -0.5	-6.2	-0.1	-0.4	-8.2	-2.3	0.6	-0.9	2.8	2.4
COc1cc(/C=N/NC(=O)c2ccncc2)cc(OC)c1OC
→ -2.2	-1.9	1.8	-1.1	0.2	-2.4	2.1	-2.8	-2.3	-2.1
CCOc1cc(NC(=S)NC)c(OCC)cc1NC(=O)c1ccco1
→ -1.1	1.1	-4.5	-0.1	-1.6	-1.6	3.6	-0.9	5.2	-1.2
CC(NC(=O)CCNS(=O)(=O)c1ccc2c(c1)oc(=O)n2C)c1ccccc1 (stereo not given)
→ 0.7	2.7	-4.8	1.1	-16.7	2.2	-2.9	0.3	3.6	-2.5
O=C1CC2(CC(c3ccc(Cl)cc3)=NO2)C(=O)N1c1ccccc1 (stereo not given)
→ 9.7	1.0	2.6	3.7	22.2	6.1	5.9	-3.6	3.0	-2.2
CCc1cccc(OCCN2CCCC2)c1
→ -4.6	-3.7	0.9	-0.4	2.0	-0.8	4.9	-1.5	7.2	3.4
COc1ccc(S(=O)(=O)N2CCCCC2)cc1NC(=O)CCNC(=O)c1ccccc1Cl
→ 2.2	2.0	1.2	5.7	-3.5	4.3	-4.2	-1.4	-1.8	-0.6
Fc1ccc(/C=C/c2nnc(-c3cccs3)o2)cc1
→ -8.7	2.2	-2.6	-1.0	7.3	4.1	-8.2	-2.4	-4.1	2.0
Cc1csc(NC(=O)C2CCCCC2C(=O)O)n1 (stereo not given)
→ 4.3	-4.3	0.3	-1.1	1.7	-2.0	0.7	3.4	-5.4	0.4
CC(NC(=O)COC(=O)c1cc(Cl)nc(Cl)c1)c1ccccc1 (stereo not given)
→ -0.7	3.3	2.3	-1.4	-2.4	1.3	-11.0	-4.3	-3.4	4.5
Cc1cc(C)c2c(n1)nn1c(NCCN3CCOCC3)cc(C)nc21
→ -1.9	-4.1	9.9	0.8	-0.6	0.1	-4.8	6.7	-4.9	-1.7
COc1ccc(-c2cc(C(=O)N3CCCCCC3)no2)cc1OC
→ 4.0	-3.0	0.7	-6.1	-6.7	-3.9	4.3	0.8	-0.7	-6.9
O=C(O)c1ccc(-c2sc(Nc3ccccc3)n[n+]2-c2ccccc2)cc1
→ 6.1	-0.5	1.6	9.6	6.6	-4.3	-9.0	0.9	-0.7	0.8
CCOC(=O)c1c(C)[nH]c(C(=O)N2CCN(C(=O)OCC)CC2)c1C
→ -7.4	1.3	4.7	1.1	-13.4	1.6	1.8	3.2	2.2	-3.4
CC1CCN(C(=O)N2c3ccccc3Sc3ccccc32)CC1
→ -9.1	-0.6	8.2	-4.2	-6.7	-4.2	4.2	0.6	3.8	-1.7
Cc1ccc([C@@H]2CC=C(C(=O)O)[C@H](c3ccc(C(C)(C)C)cc3)N2S(=O)(=O)c2ccc(C)cc2)cc1
→ -1.4	-12.4	-0.4	90.3*	-5.4	2.4	-95.7	4.5	8.9	5.2
Cc1nc2ccc(C(=O)O)cc2c2c1CC(CN)O2 (stereo not given)
→ 0.8	-1.2	2.9	1.9	-0.6	0.5	6.0	-2.0	3.6	3.7
COc1ccc(OCC(=O)NNC(=O)c2ccccc2OCc2c(C)noc2C)cc1
→ 3.4	-2.5	-3.2	-10.8	9.6	5.7	0.3	-0.8	1.3	0.6
Cc1ccc(C(=O)O/N=C/c2c(C(F)(F)F)nn(C)c2Sc2ccc(Cl)cc2)cc1
→ 6.0	0.3	3.0	0.6	6.4	0.9	-6.2	-1.5	3.5	2.2
COc1cccc(N2C(=O)CC(N3CCc4ccccc4C3)C2=O)c1 (stereo not given)
→ 0.7	-1.2	3.3	-1.9	0.7	4.6	0.7	4.9	1.2	1.1
CC(C)n1cnc2c(oc3ccccc32)c1=O
→ 1.1	-3.0	5.5	-1.3	-2.2	-1.6	-5.4	-1.8	3.2	-3.1
O=C(c1cn(CC(=O)N2CCCC2)c2ccccc12)C1CCCCC1
→ -4.7	14.3	2.0	-5.3	7.1	-3.5	-6.9	-2.3	5.1	-1.2
CN(Cc1ccccc1F)Cc1cc(=O)oc2cc(O)c(Cl)cc12
→ 3.9	-24.9	6.1	28.6	0.0	-1.4	3.5	7.9	6.6	0.3
CC(C)=CCN1CCN(Cc2nc(-c3ccc(F)cc3)cs2)CC1CCO (stereo not given)
→ 3.9	-2.3	3.0	-11.5	-4.5	-2.9	3.5	5.1	3.5	-3.2
Cn1cnnc1SCC(=O)Nc1ccc(N2CCCCC2)cc1
→ 1.6	5.1	0.5	1.4	-0.8	1.8	-2.1	0.7	-4.2	-0.8
N#Cc1cc2c(nc1SCC(=O)Nc1nccs1)CCCCC2
→ -8.9	-3.8	-0.1	2.1	4.2	2.5	0.0	-2.2	3.2	1.5
N#Cc1nc(COc2cccc(Cl)c2)oc1NCCN1CCOCC1
→ -6.0	0.7	-3.7	-5.9	0.5	-3.2	0.8	4.7	-5.8	-4.0
O=C(NC1CCCC1)C(c1ccncc1)N(C(=O)c1ccco1)c1ccc(Cl)cc1 (stereo not given)
→ -1.1	0.1	-1.8	-4.2	-5.4	-2.6	-4.0	-2.9	-6.3	1.6
CCCN1CCC(=O)N([C@H](CSc2ccc(OC)cc2)Cc2ccccc2)CC1
→ 0.7	-7.6	-2.8	-6.4	-20.7	-6.7	-0.8	1.4	-0.9	3.0
CCCn1nc(C(=O)Nc2ccc3nc(C)sc3c2)c2ccccc2c1=O
→ -7.4	-3.9	3.2	-1.3	-18.4	-0.6	-6.4	-2.4	-1.5	4.0
Cc1ccc2nc(-c3ccccc3)cc(C(=O)NCC(c3ccco3)N(C)C)c2c1 (stereo not given)
→ -2.0	-7.7	1.1	2.3	-11.6	2.7	-5.2	-6.2	-11.6	7.6
Cc1ccc2nc(SCC(=O)N3N=C(c4cccs4)CC3c3ccc(F)cc3)nc(=O)n2c1 (stereo not given)
→ 5.2	-11.6	0.9	6.6	3.5	0.1	-8.9	-1.7	4.5	1.3
O=C(CCCC(=O)c1ccccc1)NCCc1ccccc1
→ 0.1	4.6	5.0	-7.2	-7.5	-6.4	-1.9	2.5	6.9	-5.1
COc1ccc(C)cc1S(=O)(=O)N(CC(N)=O)Cc1ccccc1
→ -2.7	-2.7	-4.7	-1.3	-6.8	6.8	-12.6	-1.9	-2.5	2.6
O=c1cc(CN2CCN(S(=O)(=O)c3ccc4c(c3)OCCO4)CC2)c2ccc(O)cc2o1
→ -2.0	2.2	-1.6	20.3	2.6	2.6	-3.9	-0.6	5.2	1.9

Some of the compounds tested. The share of hits here may be higher or lower than overall.
